Source: PubChem (Sanford-Burnham Center for Chemical Genomics)
Jurkat NFkB inh = lowers PMA/ionomycin-induced NF-kB signal in Jurkat cells; PMA/ionomycin-induced NF-kB luciferase reporter, luminescence; inhibition, % at 4 µM; 0.53% of 330,000 active; AID 435003
SENP8 inh = inhibitors of human SENP8 protease | 1.2% of 330,000 active | purified SENP8, Z-RLRGG-aminoluciferin cleavage, luminescence | inhibition, % at 10 µM | Q96LD8
Gli-Sufu antag = antagonists of Gli-Sufu signaling. Sufu-KO-LIGHT fibroblasts, Gli luciferase reporter luminescence. inhibition, % at 5 µM. 0.74% of 340,000 active;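 active = inhibition above about 55%, limit read from the data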;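 also: 0% = DMSO-treated cells and 100% = wells with medium but no cells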
Apaf1 inhib = inhibitors of human Apaf-1 apoptosome. O14727. reconstituted apoptosome caspase-3 activity, DEVD-Rh110 fluorescence. inhibition, % at 20 µM. 0.71% of 330,000 active. AID 489030; active = inhibition of at least 40% at 20 µM;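 also: plate controls were DMSO wells for no effect and DEVD-CHO caspase inhibitor wells for full effect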
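detection = Rh110 fluorescence intensity | test system = biochemical Apaf-1 apoptosome reconstitution | also added = cytochrome c and DEVD-Rh110 substrate | schedule = 30 min plus 50 min, RT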
UBC13 inh = blocks human UBC13 polyubiquitin chain formation; P61088; TR-FRET; inhibition, % at 20 µM; 0.47% of 330,000 active; AID 485273; in the data active = inhibition above about 45%, passing the limit was not always enough
Target sequence (P61088 whole entry, looked up): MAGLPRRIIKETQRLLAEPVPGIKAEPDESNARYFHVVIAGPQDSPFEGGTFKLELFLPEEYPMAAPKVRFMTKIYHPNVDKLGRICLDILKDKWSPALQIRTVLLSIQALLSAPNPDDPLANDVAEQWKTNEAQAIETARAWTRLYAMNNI
SENP7 inh = SENP7 protease inhibition. Q9BQF6. recombinant SENP7, Z-RLRGG-aminoluciferin luminescence, 40 min. inhibition, % at 5 µM. 1.5% of 330,000 active;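 active = inhibition above about 50% at the single test dose, limit read from the data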;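 also: plate controls were DMSO with enzyme for no effect and no enzyme buffer wells for full effect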
HKDC1 inhibitor = HKDC1 (human) hexokinase inhibition; Q2TB90; recombinant HKDC1, G6PDH/diaphorase resazurin coupled fluorescence; inhibition, % at 20 µM; 0.16% of 340,000 active; AID 493160;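 active = inhibition above about 35% when tested at 20 µM, limit read from the data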;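 also: plate controls were DMSO wells with enzyme for no effect and DMSO wells lacking enzyme for full effect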
Target sequence (Q2TB90 whole entry, looked up): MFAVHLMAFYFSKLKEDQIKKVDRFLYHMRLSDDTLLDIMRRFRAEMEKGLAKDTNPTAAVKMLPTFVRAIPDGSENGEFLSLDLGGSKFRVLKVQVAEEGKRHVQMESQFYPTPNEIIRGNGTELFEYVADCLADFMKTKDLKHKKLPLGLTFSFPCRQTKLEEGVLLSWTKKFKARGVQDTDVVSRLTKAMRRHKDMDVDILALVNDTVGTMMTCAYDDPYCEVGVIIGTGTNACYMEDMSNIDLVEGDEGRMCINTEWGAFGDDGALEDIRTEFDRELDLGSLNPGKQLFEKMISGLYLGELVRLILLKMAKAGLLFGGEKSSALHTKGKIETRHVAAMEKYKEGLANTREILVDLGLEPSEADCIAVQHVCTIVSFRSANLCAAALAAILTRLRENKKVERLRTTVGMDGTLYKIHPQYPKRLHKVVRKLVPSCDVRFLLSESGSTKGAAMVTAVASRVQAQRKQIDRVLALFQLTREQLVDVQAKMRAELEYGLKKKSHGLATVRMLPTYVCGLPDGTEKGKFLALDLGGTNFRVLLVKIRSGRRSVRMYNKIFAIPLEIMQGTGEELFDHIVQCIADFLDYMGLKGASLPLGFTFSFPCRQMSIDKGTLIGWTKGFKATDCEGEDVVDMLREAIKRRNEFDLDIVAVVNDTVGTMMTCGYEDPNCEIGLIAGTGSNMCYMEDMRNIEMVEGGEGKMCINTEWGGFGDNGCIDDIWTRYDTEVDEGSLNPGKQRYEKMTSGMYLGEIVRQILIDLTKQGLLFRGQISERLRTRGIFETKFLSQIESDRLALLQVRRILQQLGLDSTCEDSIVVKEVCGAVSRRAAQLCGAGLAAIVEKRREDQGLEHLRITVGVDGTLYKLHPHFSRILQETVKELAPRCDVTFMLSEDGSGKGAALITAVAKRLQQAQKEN
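Material: recombinant HKDC1 hexokinase; Amount: HKDC1 at 5 µg/mL; Medium: Tris pH 8.0 buffer with MgCl2, Tween-20, BSA, BME; Schedule: 90 min reaction incubation at room temperature, dark; Technique: coupled resazurin fluorescence, excitation 525 nm, emission 613 nm.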
697 NFkB inh = inhibitors of the PMA/ionomycin-induced NF-kB reporter in 697 B cells | 697 B-cell NF-kB luciferase reporter, 16 h | AID 435022 | 0.33% of 330,000 active | inhibition, % at 4 µM; in the data active = inhibition above about 35%
Numbers without * were called inactive. Rule as the data show it, unless noted: active = inhibition above about 50%; inactive = the rest.

Codes – A = Jurkat NFkB inh; B = SENP8 inh; C = Gli-Sufu antag; D = Apaf1 inhib; E = UBC13 inh; F = SENP7 inh; G = HKDC1 inhibitor; H = 697 NFkB inh
1. CN(C)CCCN(C(=O)c1ccc(S(=O)(=O)N2CCCCCC2)cc1)c1nc2ccc(F)cc2s1
  A: -21	B: -9	C: 26	D: 32	E: 20	F: 9	G: -2	H: -45
2. COc1ccc(CN2CCC(C(=O)Nc3ccc(Oc4ccccc4)nc3)CC2)cc1F
  A: 29	B: 4	C: 29	D: 13	E: -1	F: 9	G: -1	H: -13
3. CC(C)(C)NC(=O)CN(Cc1ccc2c(c1)OCO2)C(=O)CNS(=O)(=O)c1ccccc1
  A: 5	B: 5	C: 4	D: -3	E: 5	F: 3	G: -1	H: 7
4. CCOc1ccc(OCC)c(NC(=O)CN2CCN(c3ccc(C)cc3C)CC2)c1
  A: 6	B: -1	C: 5	D: 31	E: -8	F: 4	G: 4	H: 7
5. O=C(COC(=O)COc1cccc(C(F)(F)F)c1)NC1CCS(=O)(=O)C1 (stereo not given)
  A: -11	B: 4	C: -2	D: 6	E: -2	F: -3	G: -6	H: 16
6. C=CCNc1nc(Nc2ccc(-c3nc4ccccc4o3)cc2)nc(N2CCOCC2)n1
  A: -11	B: -5	C: -16	D: -2	E: 18	F: -15	G: -2	H: -26
7. Cc1ccc(C(=O)N2CCN(c3nc4ccccc4n3C)CC2)cc1
  A: -3	B: -3	C: 70*	D: 5	E: -5	F: -9	G: 1	H: -14
8. CCOC(=O)[C@@H]1[C@H]2COc3ccccc3[C@@H]2N2C(=O)N(c3ccc(C(F)(F)F)cc3)C(=O)[C@@]12C
  A: 1	B: -1	C: 4	D: 20	E: 0	F: 9	G: 7	H: 3
9. Cc1c(C(=O)Nc2cccc(N(C)S(C)(=O)=O)c2)cccc1[N+](=O)[O-]
  A: 6	B: 4	C: -7	D: -8	E: 6	F: -4	G: 2	H: 14
10. Cc1noc(NS(=O)(=O)c2ccc(NC(=O)c3ccc(Br)o3)cc2)c1C
  A: -30	B: -1	C: -16	D: -1	E: -5	F: -4	G: 1	H: -61
11. O=c1c2ccccc2nc(N2CCN(c3ccccc3)CC2)n1Cc1ccccc1
  A: 0	B: 7	C: -3	D: 21	E: 0	F: -1	G: 5	H: 2
12. N#Cc1ccc(/C=C/C(=O)c2cccnc2)cc1
  A: 3	B: -3	C: -2	D: 0	E: 1	F: -5	G: -4	H: 11
13. COc1ccc(/C=C/C(=O)NC2CCN(Cc3ccccc3)CC2)cc1OC
  A: -8	B: 2	C: -28	D: 7	E: 2	F: -1	G: 1	H: -5
14. CC(C)CC(COCc1cccc(Cl)c1)N1CCN(C(=O)c2cccc(C(F)(F)F)c2)CCC1=O (stereo not given)
  A: 4	B: -7	C: 31	D: 19	E: -2	F: 2	G: 1	H: -11
15. COC(=O)c1ccccc1S(=O)(=O)Nc1ccc2cn[nH]c2c1
  A: 3	B: -3	C: -7	D: -1	E: 3	F: 0	G: 4	H: 9
16. Nc1nc(-c2ccccc2)[nH]c(=O)c1N
  A: 0	B: -4	C: 6	D: -1	E: -4	F: 5	G: -6	H: 26
17. CC1=C(C)C(=O)C(CCCCC#CCCCC#CCO)=C(C)C1=O
  A: 4	B: -2	C: -8	D: 4	E: -10	F: 5	G: 30	H: -28
18. O=C(NCCc1ccccc1)C1CCN(C(=O)N2CCOc3ccccc32)CC1
  A: 9	B: 4	C: -2	D: -3	E: -1	F: 3	G: -6	H: 22
19. Cc1ccccc1C(=O)NCC(=O)NC1CC1
  A: -13	B: -8	C: 3	D: 4	E: 6	F: 5	G: -4	H: 11
20. CCOc1ccc2[nH]c(=O)c(C(c3nnnn3C3CCCCC3)N3CCN(C)CC3)cc2c1 (stereo not given)
  A: -18	B: -10	C: 3	D: 0	E: 1	F: -5	G: -2	H: -1
21. O=C(Nc1ccc(Oc2ccccc2)cc1)c1ccc(Cn2c(=O)[nH]c3ccsc3c2=O)cc1
  A: -10	B: 3	C: 14	D: 22	E: 31	F: 0	G: -4	H: -15
22. COc1ccc(C2CC(c3ccc(OC)cc3OC(C)=O)=NN2C(=O)c2ccccc2)cc1 (stereo not given)
  A: -27	B: -1	C: 19	D: 24	E: 6	F: 8	G: -1	H: -30
23. CC(C)NC(=O)NC(=O)COC(=O)CCOc1ccccc1
  A: 14	B: 0	C: 2	D: -3	E: 10	F: -3	G: -7	H: 14
24. O=C(CN1CCN(Cc2ccc(F)cc2)CC1)NCc1ccccc1
  A: 3	B: -3	C: 6	D: -9	E: 9	F: -4	G: -6	H: 13
25. CC(C)CCCC(C)CCOC(=O)CN1CCCC1 (stereo not given)
  A: 7	B: -1	C: 0	D: -13	E: -1	F: 4	G: -4	H: 6
26. Cc1ccc(C)c(C(=O)CN2C(=O)NC3(CCc4ccccc43)C2=O)c1 (stereo not given)
  A: 7	B: -4	C: -3	D: 5	E: 7	F: -1	G: -4	H: 1
27. CC(C)(C)OC(=O)NC(Cc1ccccc1)C(=O)NCCCC(=O)O (stereo not given)
  A: -4	B: -7	C: -2	D: -2	E: -5	F: -3	G: -7	H: 19
28. Cc1ccc(C(C(=O)NCC2CCCO2)N(C(=O)c2snc(C(N)=O)c2N)c2ccc(F)cc2)o1 (stereo not given)
  A: 4	B: -6	C: 30	D: 13	E: 46*	F: 0	G: -5	H: 13
29. O=C(N/N=C/c1ccccc1)c1c(O)c2ccccc2[nH]c1=O
  A: -49	B: -2	C: -71	D: 5	E: -4	F: 30	G: -8	H: -106
30. COc1ccc(C2=NN(C(=O)CCC(=O)O)C(c3ccccc3F)C2)cc1 (stereo not given)
  A: 10	B: 1	C: 11	D: -3	E: 1	F: 6	G: -8	H: -5
31. Cc1cccc(OCCCn2c(CCNC(=O)C(C)C)nc3ccccc32)c1
  A: 7	B: 6	C: -3	D: -8	E: 8	F: 5	G: -3	H: -4
32. O=C(Nc1c(C(=O)NCc2ccco2)cnn1-c1ccccc1)c1cccc(F)c1
  A: 8	B: -13	C: 5	D: 10	E: -8	F: 0	G: -2	H: 12
33. CCOC(=O)C1=C(CSc2nc3c(cc2C#N)CCC3)OC(N)=C(C#N)C1c1ccccc1 (stereo not given)
  A: -1	B: -9	C: -5	D: -4	E: -7	F: -15	G: 1	H: -2
34. Cc1ccc(Oc2nccc(-c3ccc(Cl)cc3)n2)cc1
  A: -38	B: -2	C: 5	D: 7	E: 1	F: -1	G: 0	H: -59
35. O=C(N/N=C/c1ccco1)C1CC(=O)N(c2ccccc2)C1 (stereo not given)
  A: 5	B: -8	C: -1	D: -5	E: -2	F: 0	G: -3	H: 0
36. O=C1CN(C(=O)c2ccccc2F)C(c2ccc(F)cc2)c2cc(Br)ccc2N1 (stereo not given)
  A: -1	B: 9	C: 12	D: 17	E: 6	F: 3	G: 1	H: 18
37. COc1ccccc1/C=C/C(=O)OCC(=O)N1CCN(S(=O)(=O)c2ccc(C)cc2C)CC1
  A: 6	B: -2	C: -3	D: 18	E: -3	F: 5	G: -5	H: -8
38. Cc1cc(NC(=O)CSc2cn(C)c3ccccc23)no1
  A: 0	B: -6	C: -3	D: 10	E: 3	F: -7	G: -6	H: 10
39. COC(=O)N/N=C/c1cccs1
  A: -3	B: -9	C: -1	D: 7	E: -10	F: -4	G: -5	H: -17
40. CN(C)CCN(C(=O)C1CCN(S(=O)(=O)c2cccs2)CC1)c1nc2ccccc2s1
  A: -16	B: -6	C: -7	D: 15	E: 9	F: -2	G: 6	H: -3
41. CN1CCN(C(=S)Nc2cccc(S(=O)(=O)N(C)C)c2)CC1
  A: 18	B: 3	C: -4	D: -2	E: 0	F: 4	G: -8	H: 2
42. O=C(NC(=S)Nc1ccccc1N1CCCC1)c1cccc(F)c1
  A: -27	B: -4	C: 4	D: 29	E: -7	F: -3	G: -2	H: -31
43. Cc1ccc(SC(C)C(=O)N2CCN(c3ccccc3)CC2)cc1 (stereo not given)
  A: 0	B: 10	C: 2	D: -3	E: 4	F: 0	G: -5	H: 20
44. O=C1CCCC2=C1C(c1ccc(Br)cc1)c1c([nH]c(=S)[nH]c1=O)N2 (stereo not given)
  A: 0	B: -1	C: -1	D: 0	E: 37	F: -5	G: 2	H: 23
45. O=C(NCCNc1ccc([N+](=O)[O-])cc1)c1cccs1
  A: 4	B: -1	C: 3	D: -6	E: -6	F: -7	G: 9	H: -3
46. CN(C)S(=O)(=O)c1ccc(C(=O)Nc2ccccc2F)cc1
  A: -15	B: -5	C: -16	D: -16	E: 7	F: -7	G: -12	H: 4
47. COc1ccc(/C(O)=C2/C(=O)C(=O)N(Cc3cccnc3)C2c2ccco2)cc1OC (stereo not given)
  A: 0	B: 2	C: -2	D: 8	E: -10	F: 0	G: -2	H: 0
48. C=CCn1c(=NC(=O)c2cccs2)sc2cc(NC(C)=O)ccc21
  A: -38	B: 10	C: -34	D: -7	E: 1	F: -1	G: -1	H: -47
49. Cc1nnc(N2CCCC(C(=O)NCc3cccc(F)c3)C2)c2nn(-c3ccccc3)c(C)c12 (stereo not given)
  A: 9	B: -1	C: 23	D: 16	E: 14	F: 3	G: 20	H: -13
50. O=C(NNC1=Nc2cccc3cccc1c23)c1ccccc1Br
  A: 7	B: -3	C: 1	D: 19	E: -9	F: 1	G: -8	H: 6

The results go on.
Codes – A = Jurkat NFkB inh; B = SENP8 inh; C = Gli-Sufu antag; D = Apaf1 inhib; E = UBC13 inh; F = SENP7 inh; G = HKDC1 inhibitor; H = 697 NFkB inh
51. COc1ccc(/C=N/Nc2nc3ccccc3[nH]2)cc1OC
  A: -51	B: -6	C: 2	D: 13	E: -7	F: 3	G: 9	H: -30
52. CCC1(c2ccccc2)NC(=O)N(CC(=O)Nc2ccc3c(c2)OCO3)C1=O (stereo not given)
  A: -4	B: 9	C: 8	D: 1	E: 5	F: -7	G: -4	H: 11
53. CC(=O)c1ccc(NC(=O)C2CCC(C)(C(=O)O)C2(C)C)cc1 (stereo not given)
  A: 6	B: -7	C: 5	D: -32	E: 1	F: -4	G: -11	H: 10
54. Cc1ccc(NC(=O)c2cccc(F)c2)cc1S(=O)(=O)N1CCCCCC1
  A: -1	B: -1	C: 7	D: 11	E: 4	F: -2	G: 10	H: -16
55. CC(NC(=O)Nc1ccc2c(c1)OCO2)c1ccncc1 (stereo not given)
  A: -23	B: -13	C: -14	D: -17	E: -3	F: -6	G: -7	H: -3
56. CCCn1c(=O)c(C(=O)Nc2ncccc2C)c(O)c2ccccc21
  A: 8	B: 1	C: -3	D: 4	E: 17	F: 3	G: 6	H: 4
57. COc1cc(C(C)=O)ccc1OCC(=O)Nc1ccc2nc(C)sc2c1
  A: 15	B: 0	C: -4	D: 0	E: 4	F: 4	G: 6	H: 14
58. CCO[C@@H]1OC(C(=O)NCc2ccccc2)=C[C@H](c2ccc(Br)cc2)[C@H]1CCCO
  A: -14	B: -15	C: -6	D: 24	E: 6	F: -6	G: 1	H: -39
59. CC(NC(=O)Nc1ccc(O)cc1)(C(F)(F)F)C(F)(F)F
  A: -5	B: -1	C: 5	D: 8	E: 8	F: 9	G: -4	H: 8

Of the compounds above, seven have an NH in an aromatic ring.
Codes – A = Jurkat NFkB inh; B = SENP8 inh; C = Gli-Sufu antag; D = Apaf1 inhib; E = UBC13 inh; F = SENP7 inh; G = HKDC1 inhibitor; H = 697 NFkB inh
15. COC(=O)c1ccccc1S(=O)(=O)Nc1ccc2cn[nH]c2c1
  A: 3	B: -3	C: -7	D: -1	E: 3	F: 0	G: 4	H: 9
16. Nc1nc(-c2ccccc2)[nH]c(=O)c1N
  A: 0	B: -4	C: 6	D: -1	E: -4	F: 5	G: -6	H: 26
20. CCOc1ccc2[nH]c(=O)c(C(c3nnnn3C3CCCCC3)N3CCN(C)CC3)cc2c1 (stereo not given)
  A: -18	B: -10	C: 3	D: 0	E: 1	F: -5	G: -2	H: -1
21. O=C(Nc1ccc(Oc2ccccc2)cc1)c1ccc(Cn2c(=O)[nH]c3ccsc3c2=O)cc1
  A: -10	B: 3	C: 14	D: 22	E: 31	F: 0	G: -4	H: -15
29. O=C(N/N=C/c1ccccc1)c1c(O)c2ccccc2[nH]c1=O
  A: -49	B: -2	C: -71	D: 5	E: -4	F: 30	G: -8	H: -106
44. O=C1CCCC2=C1C(c1ccc(Br)cc1)c1c([nH]c(=S)[nH]c1=O)N2 (stereo not given)
  A: 0	B: -1	C: -1	D: 0	E: 37	F: -5	G: 2	H: 23
51. COc1ccc(/C=N/Nc2nc3ccccc3[nH]2)cc1OC
  A: -51	B: -6	C: 2	D: 13	E: -7	F: 3	G: 9	H: -30
